SENP1 inh: blocks the human SENP1 SUMO protease catalytic domain; Q9P0U3; recombinant SENP1 catalytic domain, CyPet-SUMO1-YPet FRET cleavage; inhibition, % at 10 µM; 360,000 compounds, 0.21% hits; AID 624204;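 active means inhibition at least 30% at 10 µM, raw YFP signal under a set limit, fluorescence ratio 0.5 to 1.5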;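 further: 0% = enzyme with DMSO and 100% = no enzyme wells; some results filed as inactive read as strong as hits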
Target sequence (Q9P0U3 419-644 limits assumed): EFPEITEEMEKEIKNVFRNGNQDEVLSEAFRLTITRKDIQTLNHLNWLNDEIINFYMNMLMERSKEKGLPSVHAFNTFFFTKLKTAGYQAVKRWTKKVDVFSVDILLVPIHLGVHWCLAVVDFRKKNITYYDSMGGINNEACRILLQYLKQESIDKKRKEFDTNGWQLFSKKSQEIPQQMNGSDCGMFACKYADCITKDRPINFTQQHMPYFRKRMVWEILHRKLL
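Test system: human SENP1 catalytic domain; medium: Tris pH 8 buffer plus EDTA, NaCl, BME, BSA, NP40, catalase; incubation: 50 min reaction at room temperature; technique: FRET, CFP and YFP emission; controls: no-enzyme low control and enzyme-plus-DMSO high control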
SENP8 inh: SENP8 (human) protease inhibition | 360,000 compounds, 0.64% hits | Q96LD8 | recombinant SENP8, Nedd8 substrate fluorescence | inhibition, % at 20 µM | AID 602440; in the data active means inhibition mostly above about 40%, no sharp cut-off; inactive means mostly below about 27%
Target sequence (Q96LD8 whole entry, looked up): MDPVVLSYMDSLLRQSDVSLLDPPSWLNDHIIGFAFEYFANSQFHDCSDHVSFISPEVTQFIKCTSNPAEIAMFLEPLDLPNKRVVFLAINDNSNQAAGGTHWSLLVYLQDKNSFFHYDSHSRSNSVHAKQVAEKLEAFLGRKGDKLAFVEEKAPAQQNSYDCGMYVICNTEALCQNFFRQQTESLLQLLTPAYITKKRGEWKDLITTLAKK
An asterisk follows results filed as active; i = inactive.

SMILES | SENP1 inh | SENP8 inh
CC(C)(C)NC(=O)C1c2ccccc2OCC(=O)N1Cc1ccccc1 (stereo not drawn) | 2 | 18
Cn1ccc2c(-c3ccc(C(C)(C)C)cc3)cc3c(c21)C1CCC3O1 (stereo not drawn) | -8 | -353
CC(=O)Nc1cccc(-c2cc3c(c4c2ccn4C)C2CCC3O2)c1 (stereo not drawn) | -11 | -363
CNc1cncc(-c2cccc(C(=O)N3CCOCC3)c2)n1 | -3 | -449
Cc1cccc(C)c1NC(=O)c1csc(COCCO)n1 | -1 | 19
COc1ccccc1CC1(C)C(=O)Nc2c(Cl)cccc21 (stereo not drawn) | -1 | -4
O=C1NC[C@@H](CCCCN2C[C@H](Cc3ccc(O)cc3)N(CC3CCCCC3)C(=O)C2=O)N(CCC2CCCCC2)C1=O | 1 | 8
C[C@H]1O[C@H](C2CCCC2)CC2=C1C(=O)OC(C)(C)O2 | 0 | 13
CCCS(=O)(=O)NC(=O)C1(C)CCN(C(=O)Cc2cccc(OC)c2)C1 (stereo not drawn) | 1 | 6
O=C(NCCc1c[nH]c2ccccc12)OC1CC2CC1[C@H]1CCCCN1C2=O (stereo partly drawn) | 2 | 6
COc1ccc(CN2C[C@@H](CO)O[C@@H](n3cnc4c(NC5CC5)ncnc43)C2)cc1 | 3 | 9
O=C(Nc1c(-c2ccc(Cl)cc2)[nH][nH]c1=O)c1ccccn1 | 1 | 21
CNc1cnc(-c2ccccc2OC)cn1 | -1 | -499
CC(C)CC(N)c1csc(NC(=O)Nc2ccccc2C(C)C)n1 (stereo not drawn) | -1 | 13
CC(=O)Nc1cc(-c2ccccc2)cn2c(-c3ccc(F)cc3)cnc12 | -5 | -245
CCCCCCN1CCN(C2CN(Cc3ccc(F)cc3)S(=O)(=O)C2)CC1 (stereo not drawn) | -1 | 27
COc1ccc(-c2c(C(=O)c3ccccc3)[nH]c(N)c2C(=O)c2ccc(Br)cc2)cc1OC | 1 | 14
CC(C)CNc1ncnc2c1ncn2[C@H]1CN(Cc2cccs2)C[C@@H](CO)O1 | -1 | 7
COC(=O)[C@]12CCCCC=C1N(Cc1ccccc1)C(=O)[C@H](CC(=O)NCc1cccc3ccccc13)C2 | 1 | 24
Cc1ccc([C@@H]2C[C@H]3[C@@H](CN2S(=O)(=O)c2ccc(C)cc2)C(=O)C[C@@H](c2ccccc2F)N3S(=O)(=O)c2ccc(C)cc2)cc1 | 0 | 13
Cc1cc2nc(C3CCCCC3)c(Cc3ccccc3C(F)(F)F)n2c(C)c1Br | 0 | 8
COc1ccc(CC(N)c2csc(Nc3nccc(C(F)(F)F)n3)n2)cc1 (stereo not drawn) | -3 | 17
c1ccc(CNc2nc(Oc3ccncc3)c3sccc3n2)cc1 | -13 | -494
CCOC1=C2CN(S(=O)(=O)c3ccc(C)cc3)[C@@H](c3cccs3)C[C@H]2[C@H]2C(=O)N(c3ccccc3)C(=O)[C@H]2C1 | 2 | 6
Cn1cc([C@]2(O)C(=O)Nc3c(F)cccc32)c2ccccc21 | 2 | 27
CC(=O)[C@H]1CC[C@@H](c2ccccc2)N(S(=O)(=O)c2ccc(C)cc2)C1 | 2 | 15
C[C@H](c1ccccc1)N1C[C@H](COCc2ccccc2)Oc2cc(N3CC[C@@H](N(C)C)C3)ccc2S1(=O)=O | 0 | -5
COc1cccc(COC(=O)Nc2ccccc2)c1OC | -1 | 3
CCNC(=O)C1(C)CCCN1C(=O)c1cc(C)on1 (stereo not drawn) | 1 | 28
O=C(NNC(=O)c1csc(-c2cccs2)n1)c1ccc(Cl)cc1 | 2 | -12

Reformatted with values under each structure: 2 of the compounds above.
Every second line gives: SENP1 inh, SENP8 inh
- COc1ccc(-c2c(C(=O)c3ccccc3)[nH]c(N)c2C(=O)c2ccc(Br)cc2)cc1OC
    1, 14
- CC(C)CNc1ncnc2c1ncn2[C@H]1CN(Cc2cccs2)C[C@@H](CO)O1
    -1, 7

The listing continues.
SMILES | SENP1 inh | SENP8 inh
CCNC(=O)C1(C)CCCN(C(=O)C2(c3ccc(Cl)cc3)CCCC2)C1 (stereo not drawn) | 1 | 8
CCCc1nc2c(C)cc(Br)cn2c1Cc1cccc(F)c1 | -5 | -4
O=C1NC[C@H](CCCCN2C[C@H](Cc3ccc(O)cc3)N(CC3CCCCC3)C(=O)C2=O)N(CC2CCCCC2)C1=O | 2 | 7
COc1ccc(C(C)(O)c2nc(-c3cccc(F)c3)cs2)cc1 (stereo not drawn) | 1 | 4
O=S1(=O)CC(N2CCCCC2)CN1Cc1cn(Cc2ccc(Cl)cc2)nn1 (stereo not drawn) | 1 | 18
COc1cccc(Cn2cnc(-c3ccccc3OC)c2-c2ccco2)c1 | -11 | -32
NC(c1ccccc1)c1csc(Nc2ccccn2)n1 (stereo not drawn) | 1 | -2
COc1ccc(C(NC(=O)C2CCN(CCCc3ccccc3)CC2)c2ccccn2)cc1 (stereo not drawn) | -1 | 6
O=C(NCc1ccccc1)C1C(=O)Nc2ccccc2C(=O)N1c1ccc2c(c1)OCCO2 (stereo not drawn) | 2 | -36
CCOC(=O)C1CCCN(C(=O)c2cc(C)n(C(C)(C)C)n2)CC1 (stereo not drawn) | 3 | 23
CC1(C(=O)NS(=O)(=O)c2ccccc2)CCN1C(=O)Cc1ccc(-c2ccccc2)cc1 (stereo not drawn) | 2 | 4
CC(=O)C1=CCC(c2ccccc2)N(S(=O)(=O)c2cccc(C)c2)C1 (stereo not drawn) | 0 | 14
COc1ccc(Cl)cc1Cn1c(C)c(C(=O)NCc2ccccc2C(F)(F)F)sc1=O | -1 | 5
O=C(NCc1ccccc1)c1cc(C2COCCN2C(=O)CCc2ccccc2)on1 (stereo not drawn) | -1 | 9
CCCNC(=O)C1(C)CCN(C(=O)c2cc(C(C)(C)C)nn2C)C1 (stereo not drawn) | 2 | 6
c1csc(CNc2nc(NCC3CCCCC3)c3sccc3n2)c1 | 0 | -17
CSc1ccc(C(O)c2ncc(-c3ccccc3F)[nH]2)cc1 (stereo not drawn) | 1 | 14
COC(=O)C1CCN(C2CN(Cc3ccccc3)S(=O)(=O)C2)CC1 (stereo not drawn) | 0 | 9
CCOC(=O)C1(C)CCCCN1C(=O)c1ccnc(Cl)c1 (stereo not drawn) | 2 | 11
CC1(C(=O)NS(=O)(=O)c2cccc(F)c2)CCN1C(=O)Cc1ccccc1Cl (stereo not drawn) | 1 | 13
CCc1nc2c(OCc3ccc(Cl)cc3)cccn2c1N(C)C(=O)c1ccc(C)cc1 | -2 | 22
CC(C)C[C@@H](CN1CCC[C@H]1CN1C(=O)C(=O)NC[C@@H]1Cc1ccccc1)N1C[C@H](Cc2ccc(O)cc2)N(CC2CCCCCC2)C(=O)C1=O | 1 | 11
Cc1ccc(S(=O)(=O)NC(=O)C2(C)CCN2C(=O)c2c(C)noc2C)cc1 (stereo not drawn) | 2 | -5
Cc1cc(N2CCN(C(=O)Oc3ccc([N+](=O)[O-])cc3)CC2)c2ccccc2n1 | 1 | 5
Cn1nccc1-c1ccc(C(=O)Nc2cccc(NS(C)(=O)=O)c2)c2occc12 | 2 | 0
CCCc1c(-c2cccc(Cl)c2)ncn1Cc1ccccc1OC | 1 | 17
O=C(NC1CCCCCC1)c1[nH]c(C(F)(F)F)nc1-c1ccccc1 | 0 | 31
CN(Cc1cn(Cc2ccc(F)cc2)nn1)C1CN(Cc2cn(Cc3ccc(F)cc3)nn2)S(=O)(=O)C1 (stereo not drawn) | 2 | 8
C(=C\c1ccccc1)/CN1CCN(C(c2cccc3ccccc23)c2nnnn2Cc2ccccc2)CC1 (stereo not drawn) | 0 | 18
CC(C)Oc1ccc(CN2CCC2(C)C(=O)Nc2ccc3c(c2)OCO3)cc1 (stereo not drawn) | 0 | -1
O=C(Nc1cccc(Cl)c1)c1ccc2sc([C@H]3C[C@H](O)[C@@H](CO)O3)nc2c1 | -6 | 4
c1ccc(Oc2ccccc2-c2cc(NCCc3cccnc3)n3nccc3n2)cc1 | 0 | i
CC1(Oc2ccccc2-c2ccn[nH]2)CCN(Cc2ccc(OC(F)(F)F)cc2)C1 (stereo not drawn) | 0 | 6
OC(c1ccccc1)(c1nc(-c2cccc(F)c2)cs1)C(F)(F)F (stereo not drawn) | 2 | 18
CC(=O)Nc1ccc(-c2ccnc3c2CC(C(=O)Nc2ccc4c(c2)OCO4)O3)cc1 (stereo not drawn) | 0 | 4
CN(C)CCNC(=O)c1cccc(-c2cnc3c(NC=O)cc(-c4ccc(F)cc4)cn23)c1 | -6 | -308
CC(C)Nc1nc(NCCO)nc2ccccc12 | 3 | -239
CC[C@@H]1CC2=C(C(=O)OC(C)(C)O2)[C@H](c2ccc(Cl)cc2)O1 | -2 | 17
CN(Cc1ccccc1)C(=O)c1csc([C@H]2C[C@H](O)[C@@H](CO)O2)n1 | -1 | 9
CCCCC[C@@H](C)N1C[C@@H](COCc2ccccc2)Oc2cc(N3CC[C@H](O)C3)ccc2S1(=O)=O | 0 | 8
CCOC(=O)[C@]12CCCC=C1N(Cc1ccc3c(c1)OCO3)C(=O)[C@H](CC(=O)N1CCCCC1)C2 | 4 | 11
O=C(NCc1ccccc1)[C@@H]1CCCN1C(=O)[C@@H]1CCCN1C(=O)c1cccc2ccccc12 | 3 | 20
CC(=O)Nc1ccc(NC(=O)c2csc([C@@H]3C[C@H](O)[C@@H](CO)O3)n2)cc1 | 3 | 18
Cc1ccc(Nc2nc(N)nc(N)c2N=O)cc1Cl | -9 | 28
CCCCN(C=O)c1c(CC)nc2c(OCc3ccc(Cl)cc3)cccn12 | -5 | -7
COC(=O)C[C@@H]1C=C[C@@H](NC(=O)CN(C)C)[C@@H](CO)O1 | 3 | 20
CC1(C(=O)NS(=O)(=O)c2cccs2)CCN1C(=O)CC1CC1 (stereo not drawn) | 1 | -4
Cn1c(=O)c2cc(NC(=S)NCc3ccccc3F)ccc2n1Cc1ccccc1 | -1 | i
O=C1c2ccccc2C(c2nnnn2-c2ccc3c(c2)OCCO3)N1Cc1ccccc1 (stereo not drawn) | -5 | 12
COc1cccc(Nc2nc(C(N)Cc3ccccc3)cs2)n1 (stereo not drawn) | -4 | -28
CCc1nc2c(OCCOc3ccc(F)cc3)cccn2c1N(C)C(=O)c1ccc(C)cc1 | 0 | 7
O=c1cc(CN2CCCC2)c2c(ccc3ccccc32)o1 | -2 | -112
CC(C)C[C@@H](CN1CCC[C@@H]1CN1C(=S)NC[C@@H]1Cc1ccc(O)cc1)N1C[C@H](Cc2ccccc2)N(CCc2ccccc2)C1=S | 0 | 14
CC1(C(=O)Nc2cccc(OC(F)(F)F)c2)Cc2c(-c3ccc(C(N)=O)cc3)ccnc2O1 (stereo not drawn) | 0 | 14
CC(C)n1nnnc1C1c2ccccc2C(=O)N1CCc1ccc(O)cc1 (stereo not drawn) | 1 | 13
COc1ccc(-c2nc3c(Cl)cc(C(F)(F)F)cn3c2Cc2cccc(Cl)c2)cc1OC | 2 | -385
C/C=C1\NC(=O)[C@H](C)NC(=O)[C@@H](NC(=O)[C@H](Cc2ccc(O)cc2)NC(=O)[C@@H](NC(=O)/C(C)=C/C)C(C)C)[C@@H](C)OC(=O)[C@H](CC(C)C)NC(=O)[C@@H](CCC(=O)O)NC1=O | 8 | 26
O=c1n(Cc2ccccc2)c(O)c2n1Cc1ccccc1N=C2c1ccc(C(F)(F)F)cc1 | 7 | 20
CCCCNC(=O)c1nc(-c2cccs2)oc1-c1ccc(Cl)cc1 | 1 | -405
CNc1cncc(-c2ccc(OCCCN(C)C)nc2)n1 | -6 | i
CC1(C)OC(=O)C2=C(C[C@@H](C3CCCCC3)O[C@@H]2c2ccc(F)cc2)O1 | 2 | 26
CC(C)NC(=O)C1(C)CN(S(C)(=O)=O)CC(=O)N1CC(F)(F)F (stereo not drawn) | 2 | 14
COc1ccc(CNC(=O)c2sc(=O)n(Cc3ccc(-c4ccccc4)cc3)c2C)cc1OC | 6 | 10

Another view of part of the listing above:
Values run as follows: SENP1 inh	SENP8 inh
CC(C)(C)NC(=O)C1c2ccccc2OCC(=O)N1Cc1ccccc1 (stereo not drawn)
→ 2	18
Cn1ccc2c(-c3ccc(C(C)(C)C)cc3)cc3c(c21)C1CCC3O1 (stereo not drawn)
→ -8	-353
CC(=O)Nc1cccc(-c2cc3c(c4c2ccn4C)C2CCC3O2)c1 (stereo not drawn)
→ -11	-363
CNc1cncc(-c2cccc(C(=O)N3CCOCC3)c2)n1
→ -3	-449
Cc1cccc(C)c1NC(=O)c1csc(COCCO)n1
→ -1	19
COc1ccccc1CC1(C)C(=O)Nc2c(Cl)cccc21 (stereo not drawn)
→ -1	-4
O=C1NC[C@@H](CCCCN2C[C@H](Cc3ccc(O)cc3)N(CC3CCCCC3)C(=O)C2=O)N(CCC2CCCCC2)C1=O
→ 1	8
C[C@H]1O[C@H](C2CCCC2)CC2=C1C(=O)OC(C)(C)O2
→ 0	13
CCCS(=O)(=O)NC(=O)C1(C)CCN(C(=O)Cc2cccc(OC)c2)C1 (stereo not drawn)
→ 1	6
O=C(NCCc1c[nH]c2ccccc12)OC1CC2CC1[C@H]1CCCCN1C2=O (stereo partly drawn)
→ 2	6
COc1ccc(CN2C[C@@H](CO)O[C@@H](n3cnc4c(NC5CC5)ncnc43)C2)cc1
→ 3	9
O=C(Nc1c(-c2ccc(Cl)cc2)[nH][nH]c1=O)c1ccccn1
→ 1	21
CNc1cnc(-c2ccccc2OC)cn1
→ -1	-499
CC(C)CC(N)c1csc(NC(=O)Nc2ccccc2C(C)C)n1 (stereo not drawn)
→ -1	13
CC(=O)Nc1cc(-c2ccccc2)cn2c(-c3ccc(F)cc3)cnc12
→ -5	-245
CCCCCCN1CCN(C2CN(Cc3ccc(F)cc3)S(=O)(=O)C2)CC1 (stereo not drawn)
→ -1	27

Assay outcomes: PubChem, Sanford-Burnham Center for Chemical Genomics

These rows are one share of the data, so the mix of outcomes need not match the whole.
